LRH-1 inv ag = LRH-1 (NR5A2) inverse agonists, primary screen, cell-based, luminescence, HEK293T, StAR-luciferase reporter | Nuclear receptor subfamily 5 group A member 2 (Homo sapiens), O00482 | LRH-1 transfected, 24 h | inhibition, % at 3.6 µM | hit rate 0.13% among 360,000;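 active means inhibition above the mean inhibition of all tested compounds plus 3 SD, cut at about 73% in these data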;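 further: 0% = DMSO wells and 100% = reporter-only cells lacking LRH-1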
CF NFkB inh = inhibitors of PAF-induced NF-kB signaling, primary screen, cell-based, GFP fluorescence, uHTS; KKLEB NF-kB-GFP reporter, GFP fluorescence overnight; inhibition, % at 5 µM; hit rate 0.86% among 360,000; AID 588850, 2011;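 active means at least 50% inhibition at 5 µM, scaled per plate between neutral and stimulator controls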;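 further: PAF is a Pseudomonas aeruginosa culture filtrate used as stimulus; plate controls were PAF-stimulated DMSO wells for no effect and unstimulated DMSO wells for full effect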
EBV LMP1 NFkB = EBV LMP1-driven NF-kappaB luciferase reporter inhibitors, primary screen, cell-based, luminescence, single point; LMP1-induced NF-kappaB luciferase reporter cells; inhibition, % at 12.5 µM; hit rate 0.69% among 350,000; in the data active means inhibition above about 41%;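 further: 0% = neutral control wells and 100% = reference inhibitor control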
SRC1 inh = SRC1 coactivator transcriptional activity inhibitors, primary screen, cell-based, luminescence; inhibition, % at 3.6 µM; hit rate 0.12% among 360,000; HEK293 GAL4-SRC1 luciferase reporter; Nuclear receptor coactivator 1 (Homo sapiens), Q15788; AID 588354, 2011;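 active means inhibition above the campaign mean plus 3 SD, with each screening campaign given its own cutoff, cut at about 60% in these data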;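 further: 0% = DMSO treated cells and 100% = gossypol at 36 µM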
TROY NFkB inh = inhibitors of TROY-driven NF-kB signaling, primary screen, Q293 LMP1-TROYcd cells, NF-kB luciferase, uHTS; Q293 LMP1-TROYcd NF-kB luciferase reporter, 4 h; inhibition, % at 10 µM; hit rate 0.98% among 360,000;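 active means compounds whose plate-normalised and pattern-corrected inhibition of the luciferase reporter signal at the single screening dose is 50% or more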
KKLEB tox = cytotoxicity in KKLEB CF airway cells, primary screen, cytotoxicity control for CF NF-kB inhibitor project, cell-based, uHTS, fluorescence assay plates. activity change (cytotoxicity), % at 5 µM. KKLEB CF airway cells viability, ATPlite luminescence, overnight; active compounds read low; cells stimulated with P. aeruginosa culture filtrate. hit rate 0.36% among 360,000;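 active means corrected activity change at or below -50% at 5 µM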
SRC2 inh = inhibition of GAL4-SRC2 driven luciferase reporter, primary screen, SRC2 inhibitor project, cell-based, luminescence. Nuclear receptor coactivator 2 (Homo sapiens), Q15596. HEK293 GAL4-SRC2 luciferase reporter. inhibition, % at 9 µM. hit rate 0.17% among 370,000. AID 651957, 2012;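 active means inhibition above the mean inhibition of all tested compounds plus 3 SD, set per campaign, cut at about 52% in these data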;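 further: 0% = DMSO treated cells and 100% = cells given Gossypol at 36 µM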
SRC3 inh = SRC3 coactivator transcriptional activity inhibitors, primary screen, cell-based, luminescence | HEK293 GAL4-SRC3 luciferase reporter | Nuclear receptor coactivator 3 (Homo sapiens), Q9Y6Q9 | AID 588352, 2011 | inhibition, % at 3.6 µM | hit rate 0.17% among 360,000;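 active means inhibition above a per-campaign cutoff, the mean of all compounds plus 3 SD, cut at about 60% in these data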;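 further: 0% = DMSO-treated cells and 100% = gossypol-treated cells at 36 µM; higher means less SRC3-driven luciferase light from the GAL4 reporter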
Target sequence (Q9Y6Q9 whole entry, looked up, the tested form may be a part): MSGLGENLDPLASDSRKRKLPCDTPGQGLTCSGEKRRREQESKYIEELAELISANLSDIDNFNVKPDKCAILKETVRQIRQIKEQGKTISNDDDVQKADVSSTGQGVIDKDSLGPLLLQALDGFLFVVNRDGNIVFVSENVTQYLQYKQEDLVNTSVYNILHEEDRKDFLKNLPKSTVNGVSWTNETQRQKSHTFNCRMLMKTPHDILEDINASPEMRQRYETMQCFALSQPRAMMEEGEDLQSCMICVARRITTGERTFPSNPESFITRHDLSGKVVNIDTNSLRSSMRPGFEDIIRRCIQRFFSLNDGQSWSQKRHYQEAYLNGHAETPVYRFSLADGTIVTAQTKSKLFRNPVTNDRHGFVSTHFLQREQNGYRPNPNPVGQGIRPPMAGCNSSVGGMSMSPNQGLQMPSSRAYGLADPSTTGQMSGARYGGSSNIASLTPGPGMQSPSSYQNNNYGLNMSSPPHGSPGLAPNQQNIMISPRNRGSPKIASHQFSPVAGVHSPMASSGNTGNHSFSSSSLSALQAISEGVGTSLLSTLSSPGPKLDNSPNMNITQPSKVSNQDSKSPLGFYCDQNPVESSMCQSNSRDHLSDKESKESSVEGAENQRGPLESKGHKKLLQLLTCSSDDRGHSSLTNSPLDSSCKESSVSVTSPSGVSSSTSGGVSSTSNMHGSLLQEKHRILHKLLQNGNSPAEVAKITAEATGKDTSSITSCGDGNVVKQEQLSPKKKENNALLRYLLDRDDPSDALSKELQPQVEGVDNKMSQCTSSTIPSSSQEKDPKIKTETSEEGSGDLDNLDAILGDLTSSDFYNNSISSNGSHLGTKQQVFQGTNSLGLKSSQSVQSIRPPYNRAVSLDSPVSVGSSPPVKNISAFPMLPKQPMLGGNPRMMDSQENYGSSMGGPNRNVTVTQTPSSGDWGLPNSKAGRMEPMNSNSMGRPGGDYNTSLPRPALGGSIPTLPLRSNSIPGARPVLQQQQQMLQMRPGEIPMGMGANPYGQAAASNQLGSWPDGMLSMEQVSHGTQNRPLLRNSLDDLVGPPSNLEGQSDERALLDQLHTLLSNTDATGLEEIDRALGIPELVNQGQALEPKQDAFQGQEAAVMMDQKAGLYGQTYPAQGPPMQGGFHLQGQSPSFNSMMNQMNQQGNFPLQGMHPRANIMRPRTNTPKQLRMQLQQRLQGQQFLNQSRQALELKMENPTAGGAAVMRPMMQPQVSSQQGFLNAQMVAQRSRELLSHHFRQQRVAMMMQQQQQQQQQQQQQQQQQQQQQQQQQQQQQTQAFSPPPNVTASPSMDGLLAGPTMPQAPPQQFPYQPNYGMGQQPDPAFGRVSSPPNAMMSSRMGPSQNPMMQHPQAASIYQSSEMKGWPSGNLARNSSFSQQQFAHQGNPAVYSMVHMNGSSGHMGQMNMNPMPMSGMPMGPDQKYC
C8 TRAIL sens = viability loss with TRAIL in NB7+C8 cells, primary screen, TRAIL sensitizer project, cell-based, ATPlite luminescence. inhibition (viability loss, TRAIL sensitization), % at 10 µM. hit rate 1% among 360,000;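 active means compounds causing at least 50% loss of cell viability in the single-dose screen, relative to plate controls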
NR2F2 inh = NR2F2 transcriptional activity inhibitors, primary screen, cell-based, luciferase reporter, HEK293T, luminescence; inhibition, % at 8.6 µM; COUP transcription factor 2 (Homo sapiens), P24468; hit rate 0.7% among 370,000; HEK293T NGFI-A luciferase reporter;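 active means inhibition above a per-plate cutoff, mean inhibition of test wells between control levels plus 3 SD, cut at about 38% in these data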;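 further: cells cotransfected with COUP-TFII expression vector driving the NGFI-A reporter; 0% = median of COUP-TF2 test wells and 100% = reporter-only cells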
TWEAK-Fn14 inh = inhibitors of TWEAK-Fn14 signaling, primary screen, luciferase reporter cells, uHTS | AID 1159606, 2016 | hit rate 2% among 360,000 | TWEAK-stimulated Fn14 reporter cells, luciferase luminescence, 8 h | inhibition, % at 10 µM; in the data active means inhibition above about 50%
An asterisk follows results filed as active; / = no result given.

SMILES	LRH-1 inv ag	CF NFkB inh	EBV LMP1 NFkB	SRC1 inh	TROY NFkB inh	KKLEB tox	SRC2 inh	SRC3 inh	C8 TRAIL sens	NR2F2 inh	TWEAK-Fn14 inh
CN1/C(=C\C(=O)Nc2ccc(F)cc2)C(C)(C)c2ccccc21	-10	2	9	-3	-15	1	13	13	-4	10	-5
C[n+]1ccc(C(=O)NCCC[N+](C)(C)C)cc1/C=N/O	5	-1	6	8	-13	11	13	-10	-5	-8	5
O=C(CN1C(=O)COc2ccccc21)c1cccc(Cl)c1	15	-9	0	-2	-9	9	0	1	-5	-13	-4
CCOc1cc(/C=N/NC(=O)Cn2nc([N+](=O)[O-])cc2C)ccc1OCc1ccc(F)cc1	-9	-6	-2	9	-2	4	7	1	11	-9	-23
COc1ccc(CCNC(=O)CCS(=O)(=O)c2ccc3c(c2)oc(=O)n3C)cc1OC	14	6	-4	6	10	1	7	8	-27	-18	2
CCOc1cc(C(=O)NC(=S)Nn2cnnc2)cc(OCC)c1OCC	-13	-21	-3	-3	7	-16	-6	2	-2	0	1
CCOC(=O)NC(Nc1ncccn1)(C(F)(F)F)C(F)(F)F	-5	13	-3	6	5	9	14	4	-4	8	2
Cc1nnc(NC(=O)CN2CCN(Cc3ccccc3)CC2)s1	14	5	-3	-22	0	8	-10	10	-6	-4	-5
CSCCC(NC(=O)c1ccccc1Cl)C(=O)NCCOc1ccc(C)cc1 (stereo not drawn)	1	-30	-12	-13	-21	9	3	-10	9	9	-2
Cc1ccc2cc(C3C(C#N)=C(N)Oc4c3ccc3cccnc43)c(=O)[nH]c2c1 (stereo not drawn)	-4	7	0	5	18	5	/	-4	14	/	1
CCCn1c(SCC(=O)NCCc2ccccc2)nnc1-c1ccco1	5	-1	4	8	-27	6	15	-21	-7	-11	-20
O=c1[nH]c(C2CCN(S(=O)(=O)c3ccccc3)CC2)nc2c1nnn2Cc1cccc(Cl)c1	1	-21	-6	-7	5	-2	16	-2	0	7	-12
O=C(CSc1ncnc2nc[nH]c12)N1CCOCC1	14	4	-6	4	2	8	7	7	18	-8	-4
Cc1cc(C)c(S(=O)(=O)c2ccc(F)cc2C)c(=O)[nH]1	18	6	-3	-3	2	2	-10	6	6	-1	0
COC(=O)c1ccc(-n2c(C)cc(/C=N/n3cnnc3)c2C)cc1	-8	11	-3	7	-3	-5	2	3	-1	3	4
O=C(COC(=O)C1CC(=O)N(c2nc(-c3ccccc3)cs2)C1)c1ccccc1 (stereo not drawn)	-12	-4	0	5	-24	-4	5	9	0	1	-7
CCOc1ccc2[nH]cc(C(=O)N3CCN(C4CCCCC4)CC3)c(=O)c2c1	-2	-4	-1	4	11	12	11	13	-11	-1	-8
CCOC(=O)c1sc(C)c2c1NC(C)(c1cccc3ccccc13)NC2=O (stereo not drawn)	-9	18	-9	13	14	-10	-23	-2	-18	11	15
COc1cc(/C=C/C(=O)OCc2cn3cc(Cl)ccc3n2)ccc1O	1	-17	1	-50	-7	5	1	12	-1	-4	-16
Cc1ccc(C)c(SCC(=O)OCC(=O)Nc2ccc(S(=O)(=O)N3CCOCC3)cc2)c1	22	8	6	-20	-4	0	-4	6	-7	-10	0
Cc1cc(C)c(S(=O)(=O)NCc2ccncc2)c(C)c1	36	22	10	12	10	-5	17	9	10	60*	18
COc1ccc(/C=N/c2oc(-c3ccccc3)cc2C#N)cc1OC	-13	-7	-7	-14	9	3	5	-16	-3	-19	-2
OC(COc1ccc2ccccc2c1Br)Cn1cnc(-c2ccccc2)c1 (stereo not drawn)	12	-2	-4	-6	12	-7	0	-36	-13	-1	2
CCOc1ccc(C(=O)NCC(c2cccs2)N2CCOCC2)cc1 (stereo not drawn)	-4	8	5	-6	-9	11	-6	-1	-1	-2	-2
COCCNC(=O)C(c1ccc(O)cc1)N(C(=O)CCC(=O)Nc1nccs1)c1cccc(C)c1 (stereo not drawn)	0	-10	-11	4	2	4	16	-13	-1	-7	12
CN(C)CCCCOc1ccc(F)cc1	9	-21	2	-2	-4	4	-2	3	2	-5	-3
COc1ccc([C@H]2CC(=O)C=C(c3cccc(OC)c3)C2)cc1	-2	5	5	11	3	13	-9	5	-6	7	8
CSc1ccc(C(=O)C2CCCN(C(=O)CCc3cnn(C)c3)C2)cc1 (stereo not drawn)	1	-6	1	-1	1	3	-50	10	3	-8	1
COc1ccc(OC)c(NC(=O)COC(=O)CCCN=C2NS(=O)(=O)c3ccccc32)c1	-12	19	-3	1	-9	-10	39	-10	-6	10	-6
COc1ccc(C2CC(=O)c3c(ccc4ccccc34)N2)cc1OC (stereo not drawn)	-13	-3	-7	-18	-8	-9	-17	5	-2	7	-8
Cc1nccc(-c2cccc(N/N=C(\C#N)C(=O)c3ccccc3)c2)n1	-2	36	13	20	30	-11	0	22	0	-2	18
O=C(Cn1cnnn1)NC1CCCN(Cc2ccccc2F)C1 (stereo not drawn)	0	3	-3	-2	4	14	-25	6	-26	-4	-7
O=C(c1ccco1)N1CCN(c2ncnc3scc(-c4ccc(F)cc4)c23)CC1	3	16	-6	-2	-43	-8	18	-18	-11	9	-61
c1ccc2c(c1)oc1c(NCCCN3CCOCC3)ncnc12	7	-2	4	-19	-16	0	9	1	8	-4	-13
O=C(Nc1cc(Br)ccc1O)C1CC(c2c(F)cccc2Cl)=NO1 (stereo not drawn)	-20	19	-3	-1	35	-19	-8	-8	0	24	0
COc1ccc(OCCCC(=O)Nc2cccc([N+](=O)[O-])c2C)cc1	-5	-4	-5	2	2	1	5	14	6	12	0
CC(C)CCn1c(COc2ccccc2)n[nH]c1=S	5	-14	-5	6	17	-1	14	13	-7	3	3
COc1cc(C(=O)N/N=C(\c2ccccc2)c2ccccn2)cc(OC)c1OC	36	16	23	40	14	2	25	58	31	17	-91
COc1cc(C(=O)N(C)CCOc2ccc(C)cc2)ccc1OC1CCN(C(C)=O)CC1	4	-19	5	-5	9	-1	-8	-5	3	6	-15
CCN(CC)C(=O)C(=O)c1cccn1-c1ccccc1C#N	-3	7	-5	1	-2	7	12	-25	-12	-5	-6
CC12CN3CCN(CC(C3)/C1=N\N=C1/C3CN4CCN(C3)CC1(C)C4)C2	-25	0	-7	2	-4	8	11	-1	12	-2	-4
COc1ccc(-n2nc(C(=O)Nc3cc(OC)c(OC)c(OC)c3)c3ccccc3c2=O)c(OC)c1	11	9	8	13	15	-5	-8	13	-10	20	-5
Cc1ccc(/C=C2\SC(=S)N(CC(=O)Nc3cccnc3)C2=O)cc1	-18	-6	-2	8	-35	1	-6	8	-3	3	-24
COc1ccc(OC)c(C2CC(=O)Nc3n[nH]c(-c4ccccc4)c32)c1 (stereo not drawn)	9	-11	-3	0	-2	-14	-10	4	8	-27	-12
CCOC(=O)C1=C(c2ccccc2)OC(N)=C(C#N)C1C(C)C (stereo not drawn)	9	13	-1	-5	7	-14	10	1	-10	0	31

2 compounds from above with just TROY NFkB inh and SRC1 inh.
Structure	TROY NFkB inh	SRC1 inh
Cc1ccc(C)c(SCC(=O)OCC(=O)Nc2ccc(S(=O)(=O)N3CCOCC3)cc2)c1	-4	-20
CC12CN3CCN(CC(C3)/C1=N\N=C1/C3CN4CCN(C3)CC1(C)C4)C2	-4	2

The list continues.
SMILES	LRH-1 inv ag	CF NFkB inh	EBV LMP1 NFkB	SRC1 inh	TROY NFkB inh	KKLEB tox	SRC2 inh	SRC3 inh	C8 TRAIL sens	NR2F2 inh	TWEAK-Fn14 inh
Cc1cccc(C)c1NC(=O)CN(C)C(=O)[C@H](C)NC(=O)c1ccco1	1	21	1	1	-4	-14	10	1	-20	-13	4
CC(C)=CCn1c2ccc(NC(=S)NC3CC3)cc2c(=O)n1C	17	12	/	-24	-5	-11	-1	-17	-10	-5	7
O=C(Nc1ccc(Oc2ncnc3cc(Cl)ccc23)nc1)c1cccs1	3	6	-28	-8	-23	-14	-14	10	29	-6	-20
CC(=O)NC(CCS(C)(=O)=O)C(=O)Nc1ccc(Cl)c(Cl)c1 (stereo not drawn)	-10	0	55*	9	17	10	20	1	-1	18	7
Cc1cccc(NC(=O)c2ccc3nsnc3c2)c1C	-15	-2	2	-33	-4	4	14	-10	0	-3	15
CC(C)CN(CCCNC(=O)CN1C(=O)COc2ccc(S(=O)(=O)N3CCCC3)cc21)CC(C)C	18	10	2	-3	-28	-2	3	-14	6	-7	-1
CCSc1nc(-c2ccco2)ccc1C#N	-7	-8	-5	6	0	-1	22	5	1	4	3
COc1ccc(N2CC(NC(=O)N3CCN(c4ccccc4)CC3)CC2=O)cc1 (stereo not drawn)	3	12	-6	-7	4	7	11	9	1	11	-2
O=C(Cn1cnc2c(nnn2Cc2ccccc2)c1=O)N1CCCc2ccccc21	-7	15	-3	-10	4	5	-5	20	-3	10	2
C/C(=N\NC(=O)c1nnn(-c2nonc2N)c1-c1cccs1)c1ccc(O)cc1	-1	2	4	-1	15	4	-3	-1	-5	-14	11
CC1CCN(C(=O)CCNS(=O)(=O)c2ccc3c(c2)oc(=O)n3C)CC1	-10	1	-6	-15	17	5	11	4	-37	-12	1
O=C1CCc2cc(S(=O)(=O)NC(Cc3ccccc3)C(=O)NC3CCCCC3)ccc2N1 (stereo not drawn)	-8	-4	3	3	-29	-8	5	-2	-4	-18	-3
CC(=O)Nc1ccc(C(=O)/C=C/c2ccco2)cc1	-32	13	-8	5	-16	-11	6	20	22	1	3
O=C(O)c1cc2nc(-c3ccccc3)cc(C(F)(F)F)n2n1	6	16	-10	8	-6	-13	5	10	-9	-3	4
CC1(C)C(C#N)=C(N)OC2=C1C(=O)CCC2	-9	4	0	10	-30	-5	14	17	-4	-9	-2
CC(C)(C)c1ccc(/C=N/N2CCN(c3ccccn3)CC2)cc1	2	12	-6	0	22	-22	-12	-1	18	7	1
O=S(=O)(c1ccc2ccccc2c1)N1CCN(S(=O)(=O)N2CCOCC2)CC1	11	-15	10	1	4	13	-3	22	8	-7	-10
COc1ccc(OC)c(NC(=O)CN2C(=O)C(=O)N(Cc3ccccc3)C2=O)c1	3	-3	5	-2	2	-2	-11	4	-6	-6	6

From PubChem BioAssay
